# Source: PubChem (National Center for Advancing Translational Sciences (NCATS))
# L3MBTL1 block – qHTS Assay for the Inhibitors of L3MBTL1; AlphaScreen L3MBTL1–H3K9me1 peptide binding; Potency, µM (top dose mostly 57.1 µM), for inactives: top-dose activity, negative = inhibition, usual class: inhibitors; 230,000 tested, 0.66% active; AID 485360, 2010; note: % is set by controls: 0 for no effect and ±100 for the full control effect; nearly all actives have a fitted effect of over 60% in size
#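 First, the protein-peptide complex forms for 30 min at room temperature (L3MBTL1 50 nM, biotinylated H3K9me1 peptide 75 nM). Next, compounds are pin-transferred and incubated 30 min. Finally, AlphaScreen beads are added and read after 30 min.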
# Tau ThT inhib – qHTS for Inhibitors of Tau Fibril Formation, Thioflavin T Binding; 270,000 tested, 2.1% active; recombinant tau K18 P301L, heparin-induced fibrillization, ThT fluorescence; Microtubule-associated protein tau (Homo sapiens), P10636; AID 1460, 2008; Potency, µM (doses to about 57.4 µM), inactives show top-dose activity, negative = inhibition, hits mostly inhibitors; note: % is set by controls: 0 for no effect and ±100 for the full control effect; nearly all actives have a fitted effect of over 55% in size
# Target sequence (P10636 561-689 P618L limits assumed): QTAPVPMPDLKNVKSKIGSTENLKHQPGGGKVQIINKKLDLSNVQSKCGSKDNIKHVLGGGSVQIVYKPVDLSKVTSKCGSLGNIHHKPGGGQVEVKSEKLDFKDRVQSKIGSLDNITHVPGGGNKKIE
#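 Using a mix of unlabeled (15 uM) and Alexa 594-labeled (0.24 uM) tau K18 P301L, heparin-triggered fibrillization over 6 hr at 37 C was scored by ThT fluorescence.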
# TexasRed fluor – Total Fluorescence Counterscreen for Inhibitors of the Interaction of Thyroid Hormone Receptor and Steroid Receptor Coregulator 2; TRb/SRC2 Texas Red total fluorescence interference; Potency, µM (highest dose often 106 µM), for the others: at the top dose fluorescence change, negative = quenching; 280,000 tested, 0.29% active; AID 1479, 2009; active = well fitted curve in either direction with a large enough effect; inconclusive = small, poorly fitted or top-dose-only effect; note: % is set by controls: 0 for no effect and ±100 for the full control effect
#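 Human TRβ ligand-binding domain (0.6 uM) and Texas Red SRC2 peptide (20 nM) in Tris buffer with 1 uM T3 and 5% DMSO were incubated with pinned compound for 5 hr at ambient temperature. Total fluorescence was computed as S + 2P (555/632 nm).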
# Tau fluor cs – Counterscreen qHTS for Inhibitors of Tau Fibril Formation, Fluorescence Polarization; tau K18 P301L Alexa594 fluorescence, heparin fibrillization; Potency, µM (top dose mostly 57.7 µM), inactives show at the top dose activity change, negative = decrease; 280,000 tested, 0.93% active; AID 1463, 2008; note: % is set by controls: 0 for no effect and ±100 for the full control effect; nearly all actives have a fitted effect of over 55% in size
#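 Human tau K18 P301L (15 uM unlabeled, 0.24 uM Alexa 594-labeled) in 100 mM sodium acetate pH 7 with 20 uM heparin, 6 hr at 37 C. ThT 30 uM added, 1 hr ambient; Alexa 594 FP and total fluorescence read at 555/632 nm.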
# TRb-SRC2 inh – qHTS for Inhibitors of the Interaction of Thyroid Hormone Receptor and Steroid Receptor Coregulator 2; TRbeta-SRC2 peptide binding, fluorescence polarization; receptor liganded with 1 µM T3; Potency, µM (series often up to 106 µM), inactives show top-dose activity change, negative = inhibition, usual class: inhibitors; 280,000 tested, 0.065% active; AID 1469, 2008;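 note: plate controls were bound peptide for no effect and peptide without receptor for full effect; nearly all actives have a fitted effect of over 50% in size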
# Target sequence (P10828 whole entry, looked up): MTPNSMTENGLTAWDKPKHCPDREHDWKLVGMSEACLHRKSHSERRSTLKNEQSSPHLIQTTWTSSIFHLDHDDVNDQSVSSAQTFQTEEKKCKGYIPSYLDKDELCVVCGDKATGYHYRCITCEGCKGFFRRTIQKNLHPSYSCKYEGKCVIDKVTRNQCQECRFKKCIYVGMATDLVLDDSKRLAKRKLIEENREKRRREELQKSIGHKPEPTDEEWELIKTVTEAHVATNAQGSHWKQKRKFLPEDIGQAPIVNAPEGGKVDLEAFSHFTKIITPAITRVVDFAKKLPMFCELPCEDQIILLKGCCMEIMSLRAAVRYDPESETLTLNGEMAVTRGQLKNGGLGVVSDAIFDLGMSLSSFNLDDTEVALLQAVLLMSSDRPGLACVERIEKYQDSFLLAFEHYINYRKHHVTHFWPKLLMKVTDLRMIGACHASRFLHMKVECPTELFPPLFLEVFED
#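 Fluorescence polarization of 20 nM Texas Red SRC2 peptide with 0.6 uM human TRb ligand-binding domain, in Tris buffer with 1uM T3 and 5% DMSO. Incubated 5 hr ambient; normalized to unbound and bound controls.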
# Tau fibril FP – qHTS for Inhibitors of Tau Fibril Formation, Fluorescence Polarization | K18 P301L tau heparin fibrillization, Alexa594 FP, 6 h | Potency, µM (top dose mostly 57.7 µM), for inactives: at the highest dose activity, negative = inhibition, actives largely listed as inhibitors | 280,000 tested, 0.39% active | AID 1468, 2008; note: % is set by controls: 0 for no effect and ±100 for the full control effect; nearly all actives have a fitted effect of over 55% in size
#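 Compound effects on tau fibrillization are measured by Alexa 594 fluorescence polarization (ex 555, em 632 nm). K18 P301L tau is used at 15 uM with 0.24 uM labeled tracer, and 20 uM heparin induces aggregation over 6 hr at 37 C.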
# RECQ1 inh – qHTS Assay for Inhibitors of RecQ-Like Dna Helicase 1 (RECQ1) | RECQ1 DNA unwinding, red fluorescence kinetic read | ATP-dependent DNA helicase Q1 (Homo sapiens), P46063 | 240,000 tested, 0.54% active | Potency, µM (highest dose often 57.3 µM), for the others: at the top dose activity, negative = inhibition, most hits filed as inhibitors;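 note: plate controls were vehicle for no effect and no enzyme for full effect; nearly all actives have a fitted effect of over 30% in size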
#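 RECQ1T1 50 nM; forked duplex (20 bp + 30-nt ss tails) 200 nM, ATP 2 mM final; pH 8.0, 2 mM MgCl2, 2.5 ug/ml poly(dI-dC); 15 min compound preincubation; discontinuous kinetic read over 2 h at RT.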
# HTT ATP protect – qHTS Multiplex Assay to Identify Dual Action Probes in a Cell Model of Huntington: Cytoprotection (ATP) | Potency, µM (doses to about 56.4 µM), inactives show cytoprotection (ATP increase), actives largely listed as activators | 230,000 tested, 0.14% active | PC12 HTT-Q103 induced, cytoprotection, ATP luminescence, 40 h;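 note: % of control where 0% means no effect; nearly all actives have a fitted effect of over 45% in size; toxic huntingtin expression switched on by the ecdysone agonist tebufenozide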
#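 Compounds were screened for protection of PC12 cells against cell death after tebufenozide induction (100 nM final) of mutant Huntingtin exon 1 (Q103) fused to GFP.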
# * hit, by the source's call; i = inactive; ? = inconclusive; nt = no result given; [ ] = dose if it differs, or a comment. Unless noted, calls come from the whole dose curve; as a rule, active = well fitted curve in the direction sought with a large enough effect; inconclusive = small, poorly fitted or top-dose-only effect, or another doubt; inactive = no such curve, though single readings can be large; an effect the other way counts as inactive or inconclusive. Potency is the fitted concentration of half-maximal effect. These rows are one share of the data; rates above refer to the full screens.
no.	Molecule	L3MBTL1 block	Tau ThT inhib	TexasRed fluor	Tau fluor cs
1	Cn1c(N)c(C(=O)COC(=O)c2cc(C(F)(F)F)nc3c(C(F)(F)F)cccc23)c(=O)n(C)c1=O	nt	-3%	-2%	-12%
2	COc1ccc2c(c1)CCc1c(C(=O)N(C)c3ccccc3)noc1-2	nt	?	3%	-17%
3	COc1ccc(N/C(=C(/C(Cl)=C(Cl)Cl)[N+](=O)[O-])n2nnc3ccccc32)cc1OC	nt	14µM*	-5%	?
4	O=C(Nc1ccccc1C(F)(F)F)c1cc2ncc(CCCl)cn2n1	11%	0%	0%	0%
5	COc1ccc(OCC2c3cc(OC)c(OC)cc3CCN2C(=O)COc2ccc(Cl)cc2Cl)cc1 (centres undefined)	nt	-4%	1%	-16%
6	CCCCNC(=O)c1cc(-c2ccc(OC)cc2)on1	nt	-2%	2%	7%
7	CCOCCCNC(=S)Nc1ccc(S(N)(=O)=O)cc1	7%	9%	1%	2%
8	O=C(CCC(=O)NNC(=O)Nc1cccc(Cl)c1)NCc1ccccc1	3%	-5%	-1%	-7%
9	CC(=O)NCCCc1nc2ccccc2n1Cc1cc(C)ccc1C	-5%	-5%	3%	-5%
10	O=C(Nc1cccc(C(F)(F)F)c1)n1cc(-c2ccccn2)c(N2CCOCC2)n1	4%	2%	0%	?
11	CC[C@@H](C(=O)n1nc(C)cc1C)[C@H](NS(=O)(=O)c1ccc(C)cc1)c1ccccc1	nt	-17%	-3%	-18%
12	Cc1ccc(NC(=O)Cn2cc(S(=O)(=O)NC(C)C)c(S(=O)(=O)NC(C)C)c2)cc1Cl	nt	?	-1%	?
13	CC(C)N(CCNC(=O)C1CCN(S(=O)(=O)N2CCOCC2)CC1)Cc1ccccc1	2%	-8%	-6%	0%
14	CC(=O)Cn1ncc(N2CCCCC2)c(Cl)c1=O	-2%	1%	-4%	2%
15	CCC(C)(C)C(=O)Nc1ccc(OC)cc1[N+](=O)[O-]	-3%	1%	0%	0%

no.	TRb-SRC2 inh	Tau fibril FP	RECQ1 inh	HTT ATP protect
1	8%	-9%	-1%	8%
2	-3%	?	4.5µM*	-17%
3	0%	?	3%	-25%
4	-8%	-2%	-1%	nt
5	7%	-2%	nt	nt
6	-19%	7%	-4%	-15%
7	-1%	-5%	2%	nt
8	-3%	-2%	-7%	-3%[10 µM]
9	-2%	0%	i	-3%[10 µM]
10	9%	?	-10%	-98%[inhibitor]
11	-6%	-3%	0%	2%
12	4%	?	nt	nt
13	3%	0%	-6%	?
14	-3%	-3%	i	-31%[inhibitor]
15	-14%	3%	-8%	-12%

# (more compounds)
no.	Molecule	L3MBTL1 block	Tau ThT inhib	TexasRed fluor	Tau fluor cs
16	O=C(COc1ccccc1)NCC(=O)N/N=C/C=C/c1ccccc1	-5%	-4%	0%	2%
17	CCOc1ccc(CN2CCN(C/C=C/c3ccc(OC)cc3)CC2CCO)cc1 (centres undefined)	-7%	-6%	-1%[53 µM]	-5%
18	Cc1ccc(C2C=C(c3ccccc3OC(F)F)Nc3ncnn32)cc1 (centres undefined)	-3%	-10%	0%	-10%
19	Cc1ccccc1C(=O)N1CCN=C1SCc1ccc([N+](=O)[O-])cc1	1%	?	0%	-22%
20	CCC(C)NC(=O)COc1ccc(OCc2ccccc2)cc1 (centres undefined)	9%	-14%	1%	-4%
21	Cc1ccc(N2C(=O)CC(n3nc(C)cc3C)C2=O)cc1 (centres undefined)	nt	-8%	-3%	-9%
22	Cc1cc(NCCN2CCOCC2)n2nc(C)c(-c3ccccc3)c2n1	nt	0%	0%	-11%
23	COc1cccc(/C=C/c2ccccn2)c1O	1%	?	-1%	-21%
24	O=S(=O)(NC(=S)NC1CCCCC1)c1ccccc1	0%	6%	2%	-1%
25	COCC(COCCCNC(=O)Nc1ccc(Br)cc1)OC (centres undefined)	-2%	3%	2%	8%
26	COc1ccc(OC)c2[nH]c(=O)c(CCNS(=O)(=O)c3ccccc3)cc12	-12%	-7%	0%	-5%
27	O=C(CCC1CCCN(C(=O)CCCc2ccccc2)C1)N1CCN(c2ccccn2)CC1 (centres undefined)	-3%	-9%	-6%	0%
28	Cc1ccccc1-c1noc(-c2ccccc2F)n1	nt	-14%	-4%	-22%
29	O=C1c2cccnc2C(O)N1Cc1ccco1 (centres undefined)	1%	-11%	-1%	-11%
30	CO[C@H]1C=CO[C@@]2(C)Oc3c(C)c(O)c4c(O)c(c5c(nc6cc(C)ccn65)c4c3C2=O)NC(=O)C(C)=CC=C[C@H](C)[C@H](O)[C@@H](C)[C@@H](O)[C@@H](C)[C@H](OC(C)=O)[C@@H]1C	nt	?	?	-22%

no.	TRb-SRC2 inh	Tau fibril FP	RECQ1 inh	HTT ATP protect
16	-3%	?	-5%	18%[10 µM]
17	-2%[53 µM]	0%	17%	28%[10 µM]
18	-17%	1%	-7%	-17%
19	-1%	2%	-6%	-16%
20	-8%	5%	i	4%[10 µM]
21	-11%	5%	-10%	3%
22	-2%	-13%	-3%	-11%
23	-4%	9%	-3%	-24%[10 µM]
24	3%	3%	4%	9%[10 µM]
25	9%	5%	-4%	-1%
26	4%	8%	-4%	13%
27	-1%	-2%	-1%	5%[10 µM]
28	-2%	-8%	i	?
29	-18%	-3%	-4%	-17%[10 µM]
30	?	-10%	6%	nt

# Given with bars between the fields: entries from further up.
no. | SMILES | L3MBTL1 block | Tau ThT inhib | TexasRed fluor | Tau fluor cs | TRb-SRC2 inh | Tau fibril FP | RECQ1 inh | HTT ATP protect
29 | O=C1c2cccnc2C(O)N1Cc1ccco1 (centres undefined) | 1% | -11% | -1% | -11% | -18% | -3% | -4% | -17%[10 µM]
25 | COCC(COCCCNC(=O)Nc1ccc(Br)cc1)OC (centres undefined) | -2% | 3% | 2% | 8% | 9% | 5% | -4% | -1%

# Next compounds follow:
no.	Molecule	L3MBTL1 block	Tau ThT inhib	TexasRed fluor	Tau fluor cs
31	CCCC(=O)OCCNc1cc(Sc2nccn2C)c2nonc2c1[N+](=O)[O-]	-1%	7.1µM*	-3%	?
32	O=C(Nc1ccccc1N1CCOCC1)C1Cc2ccccc2CN1C(=O)c1ccco1 (centres undefined)	nt	-7%	1%	-6%
33	Cc1ccccc1Cn1c(CN2CCCC(C)C2)nc2c1c(=O)n(C)c(=O)n2C (centres undefined)	nt	-4%	0%	-16%
34	O=C(O)c1ccc(N=NN2CCCC2)cc1	nt	?	-2%	-11%
35	CCSCc1nnc(SCC(=O)Nc2nc3ccccc3s2)n1C	-1%	-7%	3%	-4%
36	CN=c1scc(-c2ccc(Br)cc2)n1C	nt	-7%	2%	-4%
37	COC(=O)[C@@H](NC(=O)O[C@@H]1C(=O)c2cc(OC)ccc2O[C@H]1c1cccc(OC)c1)C(C)C	nt	-11%	-2%	-7%
38	COc1ccc(Nc2c(-c3ccc(OC)cc3)nc3cnccn23)cc1	-22%	-19%	-2%	?
39	c1ccc(CN2CCN(Cc3nnc(-c4ccccc4)o3)CC2)cc1	7%	1%	3%	3%
40	CCOC(=O)c1sc(N)c(C#N)c1COC(=O)CNC(=O)c1ccccc1	-5%	-4%	-5%	-12%
41	Cc1ccc(C)c(NC(=O)C(Sc2nnc(-c3cccs3)o2)c2ccccc2)c1 (centres undefined)	13%	?	2%	-28%
42	CC(Cn1cnc2ccccc21)C(=O)O (centres undefined)	7%	5%	-1%	3%
43	CCn1cc(/C=C(\NC(=O)c2ccc(OC)c(OC)c2)C(=O)NCCCn2ccnc2)c2ccccc21	nt	2%	-2%	4%

no.	TRb-SRC2 inh	Tau fibril FP	RECQ1 inh	HTT ATP protect
31	3%	?	-5%	-26%[10 µM]
32	-5%	5%	9%	7%
33	-3%	-5%	nt	nt
34	2%	-8%	-13%	-25%
35	4%	-7%	-1%	-10%
36	-4%	4%	i	2%
37	4%	4%	-2%	nt
38	7%	?	-1%	-30%
39	1%	-3%	6%	-38%
40	1%	7%	i	-23%
41	10%	?	-6%	4%[10 µM]
42	-9%	3%	i	?
43	-3%	4%	nt	nt

# Grouped by structure, the compounds so far containing a Cl atom.
no.	Molecule	L3MBTL1 block	Tau ThT inhib	TexasRed fluor	Tau fluor cs
3	COc1ccc(N/C(=C(/C(Cl)=C(Cl)Cl)[N+](=O)[O-])n2nnc3ccccc32)cc1OC	nt	14µM*	-5%	?
4	O=C(Nc1ccccc1C(F)(F)F)c1cc2ncc(CCCl)cn2n1	11%	0%	0%	0%
5	COc1ccc(OCC2c3cc(OC)c(OC)cc3CCN2C(=O)COc2ccc(Cl)cc2Cl)cc1 (centres undefined)	nt	-4%	1%	-16%
8	O=C(CCC(=O)NNC(=O)Nc1cccc(Cl)c1)NCc1ccccc1	3%	-5%	-1%	-7%
12	Cc1ccc(NC(=O)Cn2cc(S(=O)(=O)NC(C)C)c(S(=O)(=O)NC(C)C)c2)cc1Cl	nt	?	-1%	?
14	CC(=O)Cn1ncc(N2CCCCC2)c(Cl)c1=O	-2%	1%	-4%	2%

no.	TRb-SRC2 inh	Tau fibril FP	RECQ1 inh	HTT ATP protect
3	0%	?	3%	-25%
4	-8%	-2%	-1%	nt
5	7%	-2%	nt	nt
8	-3%	-2%	-7%	-3%[10 µM]
12	4%	?	nt	nt
14	-3%	-3%	i	-31%[inhibitor]
